# Screens deposited in PubChem by National Center for Advancing Translational Sciences (NCATS).
# KB-3-1 cytotox: qHTS assay for MDR1-selective chemotherapeutics: Primary screen using the parental adenocarcinoma cell KB-3-1. KB-3-1 viability, CellTiter-Glo ATP luminescence, 72 h. Potency, µM (top dose mostly 46.1 µM), inactives show at the highest dose activity change, negative = cytotoxic, usual class: cytotoxic. 400,000 compounds, 1.4% hits. AID 1347075, 2019; also: potency is read from the fitted curve at half-maximal effect; % is scaled to controls: 0 for no effect and ±100 for the full control effect; nearly all actives have a fitted effect of over 60% in size
#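 Cytotoxicity measured as CellTiter-Glo luminescence after 72 h at 37 C. Compound titrations were pinned onto drug-naive KB-3-1 parental adenocarcinoma cells grown in DMEM with 10% FBS, and normalized data fitted to concentration-response curves.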
# IL-1B inflam inh: qHTS for Inhibitors of Inflammasome Signaling: IL-1-beta AlphaLISA Primary Screen. THP-1 LPS/ATP IL-1B secretion, AlphaLISA, 16 h; stronger effect = lower value. activity change, % at 57.5 µM. 360,000 compounds, 4.7% hits; in the data active = activity change below about -50%; inconclusive = mostly about -30% to -49%; also: % is scaled to controls: 0 for no effect and ±100 for the full control effect
#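 Secreted IL-1B measured by AlphaLISA bead assay after 16 h compound exposure of THP-1 cells; compounds (final up to 57.5 uM) added 1 h before LPS (250 ng/mL) and ATP (1.25 mM) stimulation; lower signal means less secretion.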
# ATXN2 expr inh: Primary qHTS for Inhibitors of ATXN expression; HEK-293 ATXN2-luciferase reporter, luminescence, 24 h; Potency, µM (top dose mostly 57 µM), inactives show top-dose activity change, negative = inhibition, usual class: inhibitors; 360,000 compounds, 0.72% hits; also: potency is read from the fitted curve at half-maximal effect; % is scaled to controls: 0 for no effect and ±100 for the full control effect; nearly all actives have a fitted effect of over 55% in size
#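 ATXN2-luciferase reporter cells (luciferase flanked by upstream and downstream ATXN2 gene portions) were treated 24 h at 37 °C with compounds at up to 57 uM. SteadyGlo luminescence gave expression; GF-AFC fluorescence gave viability.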
# HT1080-NT tox: qHTS for induction of synthetic lethality in tumor cells producing 2HG: qHTS for the HT-1080-NT fibrosarcoma cell line. HT-1080-NT fibrosarcoma viability, CellTiter-Glo ATP luminescence, 48 h. Potency, µM (series often up to 46.1 µM), for inactives: at the highest dose activity, negative = less viability, actives largely listed as cytotoxic. 360,000 compounds, 1.6% hits;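 also: NT is the 2HG producing partner of a matched IDH1 knockdown line; potency is read from the fitted curve at half-maximal effect; 0% = DMSO-treated cells and -100% = media-only wells without cells; nearly all actives have a fitted effect of over 55% in size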
#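 HT-1080-NT fibrosarcoma cells (2HG-overproducing), 750 cells/well in RPMI with 5% FBS, dosed after 2 h and incubated 48 h at 37C. CellTiter-Glo luminescence normalized to DMSO and no-cell wells; concentration-response curves fitted and classed.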
# HepG2 tox: qHTS for Inhibitors of TGF-b: Cytotox Counterscreen. HepG2 CAGA-GFP viability, ATP luminescence, 18 h. Potency, µM (doses to about 46.1 µM), for the others: top-dose activity change, negative = cytotoxicity, hits mostly cytotoxic. 410,000 compounds, 0.76% hits. AID 588856, 2011; also: potency is read from the fitted curve at half-maximal effect; some results filed as inactive show a strong effect at the top dose
#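 CellTiter-Glo luminescence gave cytotoxicity after 18 hours at 37 degrees C. The cells were HepG2 CAGA-GFP in 1% FBS DMEM, stimulated with 500 pg/mL TGF-beta after compound addition. %Activity was normalised to no-cell wells (complete cell-killing) and DMSO (no toxicity), and curves were fitted and classified.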
# SW480 rerep: A quantitative high throughput screen for small molecules that induce DNA re-replication in SW480 colon adenocarcinoma cells; Potency, µM (top dose mostly 46.1 µM), for the others: at the top dose re-replication activation, usual class: activators; 340,000 compounds, 1.8% hits; AID 624297, 2012; SW480 DNA re-replication, Hoechst DNA content imaging, 48 h; also: potency is read from the fitted curve at half-maximal effect; % of control where 0% means no effect; nearly all actives have a fitted effect of over 55% in size
#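 Image-based DNA-content assay: after two days of treatment, nuclei were labelled with the DNA dye Hoechst and imaged, and hits were compounds raising the count of nuclei showing high fluorescence intensity.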
# HT1080 IDH1KD tx: qHTS for induction of synthetic lethality in tumor cells producing 2HG: qHTS for the HT-1080-IDH1KD cell line | HT-1080 IDH1 knockdown viability, ATP luminescence, 48 h | Potency, µM (series often up to 46.1 µM), inactives show at the top dose activity, negative = toxicity, most hits filed as cytotoxic | 360,000 compounds, 2% hits | AID 686971, 2013;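 also: potency is read from the fitted curve at half-maximal effect; 0% = DMSO wells and -100% = cell-free medium wells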
#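 Viability of IDH1-knockdown HT-1080 fibrosarcoma cells was assessed by CellTiter-Glo after 48 h at 37 °C with titrated compound; concentration-effect curves were classified by fit quality and response size.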
# MCF10A rerep: A quantitative high throughput screen for small molecules that induce DNA re-replication in MCF 10a normal breast cells; MCF 10A DNA re-replication, Hoechst nuclear intensity, 48 h; Potency, µM (doses to about 46.1 µM), inactives show top-dose activity, positive = re-replication, actives largely listed as activators; 350,000 compounds, 2.9% hits; AID 624296, 2012; also: potency is read from the fitted curve at half-maximal effect; % of control where 0% means no effect; nearly all actives have a fitted effect of over 50% in size
# S2 tox: Viability Counterscreen for Primary qHTS for Inhibitors of ATXN expression | S2 cells (HEK-293 line with an ATXN2-luciferase reporter) viability, CellTiter-Fluor protease fluorescence, 24 h | Potency, µM (doses to about 56.7 µM), hits mostly cytotoxic | 400,000 compounds, 0.49% hits | AID 651635, 2014; also: potency is read from the fitted curve at half-maximal effect; nearly all actives have a fitted effect of over 40% in size
# * hit, by the source's call; i = inactive; ? = inconclusive; / = no result given; [ ] = another dose, or the depositor's remark. Unless noted, calls follow the shape of the dose curve; as a rule, active = well fitted curve in the direction sought with a large enough effect; inconclusive = small, poorly fitted or top-dose-only effect, or another doubt; inactive = no such curve, though single readings can be large; an effect the other way counts as inactive or inconclusive.
molecule	SW480 rerep	MCF10A rerep	ATXN2 expr inh	HT1080 IDH1KD tx	HepG2 tox	HT1080-NT tox	IL-1B inflam inh	KB-3-1 cytotox	S2 tox
COc1ccccc1C(=O)NC(=O)COC(=O)c1cccc(C)c1O	-1%	8%	-4%	1%	-6%	0%	9	13%	?
CCCCn1c(=O)n(-c2ccc(Br)cc2F)c(=O)c2c3c(sc21)CN(C(C)=O)CC3	/	/	-29%	/	-25%	/	/	10%	?
Cc1ccc(S(=O)(=O)N2CC3(C)CN(S(=O)(=O)c4ccc(C)cc4)CC(C)(C2)C3O)cc1 (stereo not given)	-20%	-3%	4%	7%	2%	-5%	0	-2%	i
O=S(=O)(Nc1ccccc1F)c1cccc(NC(=S)NCCN2CCOCC2)c1	7%	2%	-6%	0%	-2%	3%	-7	1%	i
NC(=O)c1ccc(NC(=O)CCCNC(=O)c2ccc(Cl)cc2)cc1	-9%	-2%	9%	12%	10%	19%	29	6%	i
COc1ccc2cc(CN(C(=O)Nc3ccccc3OC)C3CCCC3)c(=O)[nH]c2c1	?	?	-7%	?	-15%	-16%	?	-25%	i
Cc1c(NC(=O)COc2c(F)c(F)c(F)c(F)c2F)c(=O)n(-c2ccccc2)n1C	-3%	9%	0%	-4%	-27%	-2%	-8	-22%	i
COc1cc(OC)c(NC(=O)CCCNC(=O)Cn2cnc3sc(C)c(C)c3c2=O)cc1Cl	-5%	-12%	-3%	-19%	-1%	-3%	1	13%	i
FC(F)Oc1ccc(NC(=S)NCc2ccco2)cc1Cl	12%	14%	-9%	-3%	-27%	2%	1	?	i
O=c1[nH]c(C2CCCN(S(=O)(=O)c3ccccc3)C2)nc2c1nnn2Cc1ccccc1F (stereo not given)	-5%	-9%	-2%	-22%	-18%	-22%	-17	0%	i
Cc1ccc(OCc2ccc(C(=O)Nc3ccc(C(N)=O)cc3)o2)c([N+](=O)[O-])c1	-3%	-2%	/	-3%	-4%	-2%	-17	-8%	i
CC1(C)C2CCC(C2)C1(C)N=C1OC(CCl)CS1 (stereo not given)	-14%	3%	-22%	-15%	-14%	-21%	17	6%	i
CCNc1oc(COc2ccccc2F)nc1C#N	-8%	0%	30%	2%	-23%	3%	-10	3%	i
CNC(=O)C1CCC(Cn2c(=O)c3sccc3n(CC(=O)Nc3ccc(C)c(F)c3)c2=O)CC1 (stereo not given)	/	/	-13%	/	-21%	/	/	-12%	i
CCc1nc2ccc(C(=O)NCC3CCCCC3)cn2c1N(C)Cc1nccs1	/	/	-36%	3%	-52%	-2%	-8	0%	?
Cc1ccc(CNC(=O)c2ccc(C)c(S(=O)(=O)N3CCCCC3)c2)cc1	-1%	17%	7%	2%	-17%	5%	-10	-5%	i
CCN(CC(=O)NC(C)(C)C)Cc1cc(=O)n2c(-c3ccccc3)csc2n1	-18%	6%	-16%	-3%	-9%	9%	50	-1%	i
COc1ccc(NC(=O)C(NC(=O)c2ccc(=O)[nH]c2)c2ccc(C)cc2)cc1 (stereo not given)	1%	2%	-2%	13%	-21%	2%	2	4%	i
O=C(c1cnn(C(=O)COc2ccc(Cl)cc2)c1)c1ccccc1O	-10%	-2%	7%	4%	-32%	-2%	4	16%	i
O=C(O)CC(C(=O)Nc1ccc(Cl)cc1Cl)C1CCCO1 (stereo not given)	-15%	-8%	-15%	7%	3%	4%	0	-3%	?
CCc1ccc(C(=O)C(C)OC(=O)CN2C(=O)NC3(CCCC3)C2=O)cc1 (stereo not given)	3.3µM*	6%	4%	1%	-6%	0%	-15	0%	i
CC1=C(C(=O)c2ccccc2)C(c2cn(-c3ccccc3)nc2-c2ccc(Cl)cc2)NC(=S)N1 (stereo not given)	27%	11%	-19%	?	3%	?	?	0%	?
O=C(N=Nc1c(O)[nH]c2ccc(F)cc12)c1ccc(NS(=O)(=O)c2cccs2)cc1	-44%[inhibitor]	-3%	0%	14%	6%	1%	13	-13%	i
COc1ccc(OC)c(S(=O)(=O)N2CCN(c3ccccc3)CC2)c1	-1%	?	51%[activator]	7%	-8%	10%	-9	2%	/
COc1ccc(S(=O)(=O)N2CCC3(CC2)OCCO3)cc1	-1%	-2%	7%	21%	-1%	7%	-3	-6%	i
CC(=O)c1ccc(NC(=O)c2nc(-c3ccc(Cl)cc3)n3c2CCCCC3)cc1	/	/	9%	/	-1%	/	/	?	i
Cc1cc2nn(-c3ccccc3)nc2cc1NC(=O)COc1ccc(Cl)cc1	/	/	49%[activator]	/	-1%	/	/	5%	i
CC(=O)NC(Cc1ccc(F)c(F)c1)C(=O)NC1CCN(C(=O)c2ccc(C)cc2)CC1 (stereo not given)	-10%	1%	/	-8%	-1%	-3%	2	-6%	i
COc1ccc(NC2=Nc3cccc4cccc2c34)cc1OC	-2%	0%	-14%	-1%	-35%	-31%	?	-23%	i
CCOC(=O)c1c(O)c2c([nH]c1=O)CCCC2	-14%	-1%	3%	-7%	-5%	10%	8	5%	i
CC(C)C(=O)N=C1SC2CS(=O)(=O)CC2N1Cc1ccccc1 (stereo not given)	-2%	?	-44%	12%	-64%	5%	0	-2%	i
Cc1sc2nc(C3CC3)nc(SCC(=O)N3c4ccccc4CC3C)c2c1C (stereo not given)	15µM*	9.2µM*	-22%	?	-21%	?	0	-21%	i
CCCCN(CCCC)c1nc(-c2ccccc2)nc2ccccc12	/	/	7%	/	-19%	/	/	13%	i
CCOC(=O)C1CCCN(c2oc(-c3ccc(OC)cc3)nc2C#N)C1 (stereo not given)	-13%	-13%	-4%	14%	-15%	9%	-2	-3%	i
CCOc1ncccc1C(=O)OCC(=O)NCc1ccccc1	-29%	-29%	3%	-4%	-4%	0%	9	-10%	i
O=C(COc1ccc2ccccc2c1)NCCc1ccc2c(c1)OCCO2	2%	18%	-36%	-5%	-2%	-5%	-14	-3%	i
Cc1cc(=O)oc2cc(OC(C(=O)O)c3ccccc3)ccc12 (stereo not given)	71%	21%	7%	14%	-5%	0%	-18	?	?
COC(=O)c1ccccc1NC(=O)CSc1nnc(COc2cccc(OC)c2)n1C	-2%	89%[0.0737 µM]	0%	2%	4%	4%	-11	9%	i
Cc1occc1C(=O)N1CCCC(N2CCN(c3ccccc3F)CC2)C1 (stereo not given)	-24%	-7%	5%	12%	0%	6%	i	1%	i
CCc1nnc(NS(=O)(=O)c2ccc(N/C=C\C(=O)c3cccc(OC)c3)cc2)s1	-55%[inhibitor]	-11%	-13%	-2%	-2%	-19%	-14	13%	/
O=C(CSc1nc2ccccc2c(=O)[nH]1)c1ccccc1	-12%	-5%	28%	-4%	-16%	-8%	3	0%	i
Cc1ccccc1-n1c(SCC(=O)c2cc(C)n(C)c2C)nnc1-c1ccncc1	4%	14%	-14%	-1%	-14%	-1%	-3	2%	?
COC(=O)C1=NNC2(c3ccc(Cl)cc3)C(=O)N(c3ccccc3)C(=O)C12 (stereo not given)	0%	0%	-2%	-4%	-1%	13%	0	-7%	i
Cc1ccc(S(=O)(=O)NCCC(=O)OC(C)C(=O)NC2CC2)cc1 (stereo not given)	1%	0%	-7%	-5%	4%	-10%	12	0%	i
C[C@@H]1CN([C@@H](C)CO)C(=O)c2cc(Br)cnc2O[C@H]1CN(C)Cc1cccc(C(=O)O)c1	/	/	5%	-21%	-50%	-12%	7	-31%	i
O=C(/C=C/c1cc2ccccc2o1)c1ccccc1O	5%	?	50%[activator]	-22%	-15%	?	-102*	-6%	i
CCSCc1nnc(SCC(=O)Nc2cc(F)ccc2C)n1C	-5%	0%	2%	-6%	0%	5%	30	-10%	i
CCOc1ccc(S(=O)(=O)N(C)CC(=O)NCc2ccccn2)cc1Cl	-5%	-3%	4%	3%	-4%	2%	0	-6%	i
CC(=O)N1N=C(c2cccnc2)OC1c1ccc(C(C)C)cc1 (stereo not given)	6%	3%	10%	5%	0%	2%	21	13%	i
CC(C)(C)c1ccc(S(=O)(=O)Nc2cccc(C3OCCCO3)c2)cc1	-3%	-1%	-5%	-8%	-2%	-2%	0	-19%	i
CN(C)C(=O)CS(=O)(=O)c1ccc(Cl)cc1	-17%	-4%	-14%	11%	13%	7%	9	14%	i
CCC1(C)Cc2c(C#N)c(N)sc(=S)c2CO1 (stereo not given)	2%	-18%	-5%	-18%	-24%	-13%	36	0%	i
Cc1onc(-c2ccccc2)c1C(=O)OCC(=O)Nc1ccc(OC(F)(F)F)cc1	-11%	18%	?	-7%	-36%	-23%	-50*	-20%	i

# Arranged by length of the SMILES (high to low): some entries from above
molecule	SW480 rerep	MCF10A rerep	ATXN2 expr inh	HT1080 IDH1KD tx	HepG2 tox	HT1080-NT tox	IL-1B inflam inh	KB-3-1 cytotox	S2 tox
CC(C)(C)c1ccc(S(=O)(=O)Nc2cccc(C3OCCCO3)c2)cc1	-3%	-1%	-5%	-8%	-2%	-2%	0	-19%	i
CCOc1ccc(S(=O)(=O)N(C)CC(=O)NCc2ccccn2)cc1Cl	-5%	-3%	4%	3%	-4%	2%	0	-6%	i
CC(=O)N1N=C(c2cccnc2)OC1c1ccc(C(C)C)cc1 (stereo not given)	6%	3%	10%	5%	0%	2%	21	13%	i

# Hits appear at their usual frequency; about 8.9% have a hit in one of these screens.
